High-throughput results deposited in PubChem BioAssay by National Center for Advancing Translational Sciences (NCATS).
GAA glycogen mod = qHTS Assay for Inhibitors and Activators of Human alpha-Glucosidase Cleavage of Glycogen; Potency, µM (highest dose often 76.4 µM), for inactives: top-dose activity change, negative = inhibition, hits mostly inhibitors; 0.38% of 300,000 active; AID 2100, 2009; recombinant GAA, glycogen substrate, Amplex Red glucose oxidase fluorescence;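 also: potency is read from the fitted curve at half-maximal effect; 0% = full enzyme reaction and -100% = no-enzyme basal signal; the screen sought inhibitors and activators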
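Recombinant enzyme (4 nM final) with compounds titrated up to 77 uM and bovine liver glycogen (30 ug) in citrate pH 5.0, 0.01% Tween-20, 37 C 40 min. Released glucose detected by Amplex Red/glucose oxidase (Ex 573/Em 610); AC50 from Hill fits.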
HTT aggregate = qHTS Multiplex Assay to Identify Dual Action Probes in a Cell Model of Huntington: Aggregate Formation (GFP). AID 1688, 2009. PC12 HttQ103-GFP aggregates, Acumen cytometry, 40 h. Potency, µM (series often up to 46.1 µM), for inactives: at the highest dose activity change, negative = inhibition, hits mostly inhibitors. 1.1% of 220,000 active; also: potency is read from the fitted curve at half-maximal effect; % is scaled to controls: 0 for no effect and ±100 for the full control effect; nearly all actives have a fitted effect of over 60% in size
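PC12/HTTQ103-GFP, ecdysone-inducible; teb 100 nM; cpd qHTS titration; GFP aggregates read on laser cytometer, Ex 488/Em 500-530 nm.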
GAA inhib = qHTS Assay for Inhibitors of Human alpha-Glucosidase as a Potential Chaperone Treatment of Pompe Disease. Lysosomal alpha-glucosidase (Homo sapiens), P10253. 0.005% of 200,000 active. purified human GAA, 4-MU-alpha-glucoside fluorescence. AID 1466, 2008. Potency, µM (series often up to 76.9 µM), without a hit: at the highest dose activity change, negative = inhibition, most hits filed as inhibitors;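 also: potency is read from the fitted curve at half-maximal effect; plate controls were uninhibited enzyme wells for no effect and no-enzyme background for full effect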
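Read-out is 4-methylumbelliferone fluorescence (Ex 365/Em 440 nm) after NaOH/glycine stop at pH 10. Enzyme 4 nM, substrate 400 uM, pH 5.0 citrate buffer, 20 min room temperature; AC50 from Hill-equation concentration-response.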
aGlu spleen mod = qHTS Assay for Inhibitors and Activators of Human alpha-Glucosidase From Spleen Homogenate | Lysosomal alpha-glucosidase (Homo sapiens), P10253 | human spleen homogenate, 4-MU-alpha-glucoside fluorescence | Potency, µM (highest dose often 79.9 µM), without a hit: at the top dose activity change, negative = inhibition, most hits filed as inhibitors | 0.006% of 240,000 active | AID 2112, 2009;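 also: potency is read from the fitted curve at half-maximal effect; 0% = enzyme with vehicle and -100% = no enzyme basal signal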
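Human spleen homogenate (1 ug) with 4-methylumbelliferyl-alpha-D-glucopyranoside (1 mM final) in 50 mM citrate/phosphate pH 5.0, 0.01% Tween-20; 40 min at 37 C. Stopped at pH 10; 4-MU fluorescence Ex 365/Em 440 nm; AC50 by Hill fit.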
CBFb-RUNX1 inh = qHTS Assay for Compounds Blocking the Interaction Between CBF-beta and RUNX1 for the Treatment of Acute Myeloid Leukemia; Potency, µM (series often up to 59.8 µM), without a hit: at the highest dose activity, negative = inhibition, most hits filed as inhibitors; AlphaScreen CBFb-His/RUNX1-biotin binding, biochemical; AID 1477, 2009; 230,000 tested, under 10 active; Runt-related transcription factor 1 (Homo sapiens) + Core-binding factor subunit beta …; also: % of control where 0% means no effect
Target sequence (Q01196 whole entry, looked up): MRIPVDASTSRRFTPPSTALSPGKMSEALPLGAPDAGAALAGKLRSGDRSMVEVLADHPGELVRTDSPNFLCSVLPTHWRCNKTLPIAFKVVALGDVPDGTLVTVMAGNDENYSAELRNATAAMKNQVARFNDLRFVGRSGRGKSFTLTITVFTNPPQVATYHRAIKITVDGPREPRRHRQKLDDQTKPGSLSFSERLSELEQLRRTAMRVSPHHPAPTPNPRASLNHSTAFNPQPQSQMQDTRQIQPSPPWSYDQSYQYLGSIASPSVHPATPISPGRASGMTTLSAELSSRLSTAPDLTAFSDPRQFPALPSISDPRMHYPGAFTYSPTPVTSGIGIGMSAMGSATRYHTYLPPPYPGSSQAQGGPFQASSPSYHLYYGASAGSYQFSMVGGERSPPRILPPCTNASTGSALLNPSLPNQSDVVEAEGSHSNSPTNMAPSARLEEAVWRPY
Target sequence (Q13951 whole entry, looked up): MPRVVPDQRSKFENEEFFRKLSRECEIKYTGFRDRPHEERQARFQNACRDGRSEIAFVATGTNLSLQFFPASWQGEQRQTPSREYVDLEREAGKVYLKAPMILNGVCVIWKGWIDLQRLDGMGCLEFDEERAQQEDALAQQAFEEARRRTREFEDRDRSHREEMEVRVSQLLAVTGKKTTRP
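Read-out: AlphaScreen. Format: His-CBF-beta with biotinylated RUNX1 (30 nM each) preincubated 20 min, compound 15 min, Ni-chelate plus streptavidin beads 90 min; room temperature throughout.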
HTT cytoprotect = qHTS Multiplex Assay to Identify Dual Action Probes in a Cell Model of Huntington: Cytoprotection (ATP); PC12 HTT-Q103 induced, cytoprotection, ATP luminescence, 40 h; Potency, µM (series often up to 56.4 µM), without a hit: cytoprotection (ATP increase), most hits filed as activators; 0.14% of 230,000 active; AID 1471, 2008;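 also: potency is read from the fitted curve at half-maximal effect; % of control where 0% means no effect; nearly all actives have a fitted effect of over 45% in size; toxic huntingtin expression switched on by the ecdysone agonist tebufenozide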
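PC12 cells stably carrying ecdysone-inducible Htt exon 1 (Q103)–GFP were induced with 100 nM tebufenozide (final) alongside library compounds in a dose series. Cytoprotection was scored as retained ATP by ATPlite luminescence.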
LMNA splice mod = qHTS Assay for Modulators of Lamin A Splicing; Potency, µM (doses to about 46.1 µM), inactives show top-dose ratio change, negative = inhibition, hits mostly inhibitors; HeLa LMNA splicing GFP/RFP minigene ratio, 48 h; 0.01% of 200,000 active; active = well fitted inhibition curve with a large enough effect in the signal ratio, with a control signal flat, not every such curve was filed as active; inconclusive = small, poorly fitted or top-dose-only effect, or effect the other way, or a change in a side signal; the % refers to the signal ratio; also: potency is read from the fitted curve at half-maximal effect; % is scaled to controls: 0 for no effect and ±100 for the full control effect
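S3 HeLa cells stably expressing lamin A-EGFP splicing minigene plus DsRed2, 600 cells/well, 48 h compound exposure at 37C. Laser-scanning cytometry; analysed as GFP (500-530 nm)/RFP (575-640 nm) total intensity ratio; 0.5% DMSO vehicle.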
Numbers without * were called inactive; ? = inconclusive; . = not tested or not shown; & = joins results of further samples; [ ] = remark or other dose. Unless noted, calls follow the shape of the dose curve; as a rule, active = well fitted curve in the direction sought with a large enough effect; inconclusive = small, poorly fitted or top-dose-only effect, or another doubt; inactive = no such curve, though single readings can be large; an effect the other way counts as inactive or inconclusive.

cpd	SMILES	GAA glycogen mod	HTT aggregate	GAA inhib	aGlu spleen mod
1	O=[N+]([O-])c1cc(C(F)(F)F)cc([N+](=O)[O-])c1NCCNC(=S)Nc1cccc(F)c1	?	15%[9.22 µM]	-10%	-3%
2	Cc1cc2cc(CN(Cc3cccs3)C(=S)NCc3ccco3)c(=O)[nH]c2cc1C	-9%	-16%	-4%	-9%
3	Cn1cccc1CNC1CCCC1	-5%	1%	7%	-1%
4	CC1CCCCC1NC(=O)C1CCN(C(=O)c2sccc2-n2cccc2)CC1 (stereo not drawn)	6%	1%	4%	0%
5	Cc1ccccc1OCC(=O)N/N=C/c1ccco1	6%	0%	7%	-2%
6	COc1ccc(OC)c(NC(=S)NN2CCOCC2)c1	-2%	11µM*	2%	2%
7	Nc1cc(N2CCCCC2)nc(N)[n+]1OS(=O)(=O)[O-]	.	.	.	-13%&6%
8	C#CCOCCOCCOCCNc1nc(N2CCN(C(=O)[C@H]([C@@H](C)CC)n3cc(CCCN=C(N)N)nn3)CC2)nc(N2CCN(C(=O)[C@H](C)n3cc(CCCN=C(N)N)nn3)CC2)n1	3%	6%	0%	-2%

cpd	CBFb-RUNX1 inh	HTT cytoprotect	LMNA splice mod
1	?	-1%[10 µM]	.
2	-20%	4%[10 µM]	-20%
3	3%	-2%	2%
4	2%	0%	-5%
5	4%	-10%	2%[0.0737 µM]
6	1%	-7%[10 µM]	-8%
7	9%&18%	?	.
8	-6%[2.36 µM]	.	6%

In the list so far, these contain sulfur:
cpd	SMILES	GAA glycogen mod	HTT aggregate	GAA inhib	aGlu spleen mod
1	O=[N+]([O-])c1cc(C(F)(F)F)cc([N+](=O)[O-])c1NCCNC(=S)Nc1cccc(F)c1	?	15%[9.22 µM]	-10%	-3%
2	Cc1cc2cc(CN(Cc3cccs3)C(=S)NCc3ccco3)c(=O)[nH]c2cc1C	-9%	-16%	-4%	-9%
4	CC1CCCCC1NC(=O)C1CCN(C(=O)c2sccc2-n2cccc2)CC1 (stereo not drawn)	6%	1%	4%	0%
6	COc1ccc(OC)c(NC(=S)NN2CCOCC2)c1	-2%	11µM*	2%	2%
7	Nc1cc(N2CCCCC2)nc(N)[n+]1OS(=O)(=O)[O-]	.	.	.	-13%&6%

cpd	CBFb-RUNX1 inh	HTT cytoprotect	LMNA splice mod
1	?	-1%[10 µM]	.
2	-20%	4%[10 µM]	-20%
4	2%	0%	-5%
6	1%	-7%[10 µM]	-8%
7	9%&18%	?	.

(listing goes on)
cpd	SMILES	GAA glycogen mod	HTT aggregate	GAA inhib	aGlu spleen mod
9	S=C(NCc1ccncc1)Nc1ccccc1	9%	0%	5%	3%
10	c1ccc2cc(CSCc3nc4ccccc4[nH]3)ccc2c1	2%	-13%	-13%	0%
11	CCN1C(=O)c2cccc3c(S(=O)(=O)NCc4ccccn4)ccc1c23	-1%	?	-7%	-7%
12	COc1cccc(C(=O)Nc2ncc3c(n2)CC(C)CC3=O)c1 (stereo not drawn)	-4%	-13%	-2%	1%
13	N#CC1=C(SCC(=O)c2cc3ccccc3oc2=O)NC(=O)C(C#N)C12CCCC2 (stereo not drawn)	22µM*	?	-9%	-5%
14	O=C(c1cc2ncc(Br)cn2n1)N1CCCCC1	9%	7%	?	-2%
15	Cc1cc[n+](CC(=O)c2ccc(NC(=O)c3ccccc3)cc2)cc1	2%	-2%	-4%	15%
16	COc1ccc(Br)cc1C(=O)Nc1cccc(NC(=O)c2ccco2)c1	-1%	-3%	?	-1%

cpd	CBFb-RUNX1 inh	HTT cytoprotect	LMNA splice mod
9	9%	14%	-4%[46 µM]
10	-3%	-2%[10 µM]	?
11	11%	-4%	-15%
12	5%	-11%[0.074 µM]	14%
13	3%	5%[10 µM]	-16%
14	-8%	-12%	.
15	3%	-7%	?
16	3%	-49%[inhibitor]	?

New compounds follow:
cpd	SMILES	GAA glycogen mod	HTT aggregate	GAA inhib	aGlu spleen mod
17	CC(=O)Nc1ccc(S(=O)(=O)Oc2cccc(/C=C3\SC(N)=NC3=O)c2)cc1	-2%	19%	-1%	7%
18	CC(O)c1nc2ccccc2n1Cc1ccc([N+](=O)[O-])cc1 (stereo not drawn)	6%	-12%	-4%	-3%
19	Cc1nc(NS(=O)(=O)c2ccccc2)sc1NC(=O)OC(C)C	28µM*	0%	4%	-7%
20	CCn1c(COc2cccc(C)c2)nc2ccccc21	?	11%	-6%	0%
21	COc1cc(-c2nnc(Sc3ccc(C(F)(F)F)cc3[N+](=O)[O-])o2)cc(OC)c1OC	-2%	22%	-11%	-1%
22	CS(=O)(=O)Cc1cc(Sc2ccccc2)nc(-c2ccncc2)n1	-3%	-3%	1%	0%
23	COC(=O)c1cc(CSc2nnc(-c3ccccc3)c(-c3ccccc3)n2)oc1C	-9%	4%	-8%	-10%
24	O=C(CCC(=O)NNC(=O)Cc1ccccc1)NCc1ccccc1	7%	-7%[9.22 µM]	2%	4%

cpd	CBFb-RUNX1 inh	HTT cytoprotect	LMNA splice mod
17	-4%	-8%	.
18	-2%	7%[10 µM]	4%
19	-5%	-10%	-4%
20	?	15%[1.9 µM]	-17%[46 µM]
21	-1%	?	?
22	5%	-27%	-10%[9.22 µM]
23	-10%	-9%	?
24	-3%	8%[10 µM]	12%[46 µM]

(listing goes on)
cpd	SMILES	GAA glycogen mod	HTT aggregate	GAA inhib	aGlu spleen mod
25	C/C(=N\NC(=O)c1ccccc1[N+](=O)[O-])c1c(O)cc(C)oc1=O	1%	17%	13%	-4%
26	O=C(CSc1nnc(-c2cccs2)o1)NCC1CN(Cc2ccccc2)CCO1 (stereo not drawn)	3%	3%	-9%	-5%
27	NNC(=O)C1CC1c1ccccc1 (stereo not drawn)	6%	12%	5%	-6%
28	Cc1cc(=O)oc(C)c1C(=O)N1CCN(Cc2ccc3c(c2)OCO3)CC1	8%	10%	-6%	-8%
29	CC1CCCC(NC(=O)COC(=O)c2ccccc2Sc2ccccc2C#N)C1C (stereo not drawn)	12%	?	1%	-6%
30	COc1ccc2c(n1)Sc1nc3ccccc3nc1N2	0%	1%[9.22 µM]	2%	-12%
31	CC(Sc1nncn1C)C(=O)Nc1ccc(Cl)cn1 (stereo not drawn)	2%	1%	2%	2%
32	CC(=O)N1CCc2c(sc(NC(=O)C3CC3)c2-c2nc3ccccc3s2)C1	-12%	?	4%	-10%

cpd	CBFb-RUNX1 inh	HTT cytoprotect	LMNA splice mod
25	-4%	4%[10 µM]	-1%
26	6%	-1%[10 µM]	-4%
27	-5%	4%[10 µM]	-3%
28	5%	-1%	9%
29	6%	12%[1.9 µM]	-3%
30	7%	3%[10 µM]	27%[46 µM]
31	3%	23%[10 µM]	-6%
32	3%	-2%[10 µM]	-23%

Other results follow.
cpd	SMILES	GAA glycogen mod	HTT aggregate	GAA inhib	aGlu spleen mod
33	O=C(CN1CCCc2ccccc21)N/N=C/c1c(O)ccc2ccccc12	-9%	10µM*	-1%	11%
34	Cc1[nH]c2ccccc2c1SCC(=O)NNC(=O)Nc1ccc(OC(F)(F)F)cc1	-23%	-9%[9.22 µM]	-12%	7%
35	O=C1C=CC2=C3c4cc(O)c(O)cc4C[C@]3(O)COC2=C1	.	.	.	2%
36	CCNc1nc(NCc2ccccc2)nc(Oc2ccc(=O)[nH]n2)n1	-5%	-1%	0%	-2%
37	C/C=C1\C(OC2OC(CO)C(O)C(O)C2O)OC=C(C(=O)OC)C1CC(=O)OCC1C(C)C(OC(=O)CC2C(C(=O)OC)=COC(OC3OC(CO)C(O)C(O)C3O)/C2=C\C)CC1C(CO)CO (stereo not drawn)	?	2%[9.22 µM]	.	1%
38	CCOC(=O)c1cnc2ccccc2c1Nc1ccc(C(=O)O)cc1	3%	-3%	8%	6%
39	CC(NC(=O)c1ccc(Cl)cc1Cl)C(c1ccccc1)N1CCOCC1 (stereo not drawn)	0%	17%	1%	-1%
40	N=c1c2c3c(sc2ncn1N)CCCC3	9%	7%[9.22 µM]	3%	7%

cpd	CBFb-RUNX1 inh	HTT cytoprotect	LMNA splice mod
33	?	-55%[inhibitor][10 µM]	?
34	-9%	-10%[10 µM]	9%[46 µM]
35	?	?	.
36	6%	-2%	-5%
37	-2%	9%[10 µM]	.
38	7%	-6%[10 µM]	9%[46 µM]
39	9%	2%[10 µM]	-5%[46 µM]
40	2%	41%[10 µM]	-12%[46 µM]

Next part.
cpd	SMILES	GAA glycogen mod	HTT aggregate	GAA inhib	aGlu spleen mod
41	CC1CC1c1ccc(/C=C(\C#N)C(=O)Nc2cc(Cl)ccc2Cl)o1 (stereo not drawn)	0%	6%	1%	-9%
42	CC(=O)NCCN=C(C)c1sc2ccccc2c1O	1%	10%	?	-17%
43	Cc1nc(CNS(=O)(=O)c2cccc(F)c2)cs1	7%	-12%	-12%	-7%
44	O=C(Oc1ccc2c3c(c(=O)oc2c1)CCCC3)c1cccs1	7%	10%	?	29%
45	CC(C)N(Cc1ccccc1)C(=O)CSc1nccn1C	1%	-1%	9%	-5%
46	CCOc1ccc(CNCCNC(=O)c2nonc2N)cc1	2%	3%	4%	-2%
47	CCNc1ncc2nc(-c3ccc(F)cc3)c(=O)n(-c3ccc(OC)cc3)c2n1	.	.	.	-3%
48	COc1cc(C(=O)N/N=c2/sc3ccccc3n2C)cc(OC)c1OC	1%	12%	-1%	1%
49	Cc1cccc(/C=N/n2c(-c3cc(-c4ccccc4)n[nH]3)n[nH]c2=S)c1	-9%	25%	7%	-10%

cpd	CBFb-RUNX1 inh	HTT cytoprotect	LMNA splice mod
41	-1%	3%[10 µM]	-12%
42	4%	21%[10 µM]	-4%
43	-1%	6%	-3%
44	4%	22%[10 µM]	-14%
45	2%	-27%	-10%[46 µM]
46	5%	-25%	9%[46 µM]
47	.	-30%	29%
48	-2%	-1%[10 µM]	?
49	-11%	?	-10%
